Assay outcomes as filed in PubChem.
PI4K2A block = qHTS for small molecular inhibitors of PI4K2A; hit rate 0.13% among 420,000; Phosphatidylinositol 4-kinase type 2-alpha (Homo sapiens), Q9BTU6; purified PI4K2A, ADP-Glo luminescence, 1 h; active compounds read low; activity change, negative = inhibition, % at 76.9 µM; in the data active means activity change below about -50%; inconclusive means mostly about -30% to -49%;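 further: -100% = wells without enzyme as full effect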
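In this quantitative HTS, ADP production by PI4K2A was quantified luminescently after 1 h at ambient temperature; 100 microM adenosine served as plate-quality control.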
HP1b binding inh = HTS for Inhibitors of HP1-beta Chromodomain Interactions with Methylated Histone Tails | hit rate 0.56% among 390,000 | Potency, µM (doses to about 114 µM), for the others: at the top dose activity change, negative = inhibition, most hits filed as inhibitors | AID 540317, 2011 | AlphaScreen HP1-beta / biotin-H3K9me3 peptide binding; further: potency means the concentration at half of the fitted maximal effect; nearly all actives have a fitted effect of over 70% in size; inactives centre near 23
Target sequence (P83916 whole entry, looked up): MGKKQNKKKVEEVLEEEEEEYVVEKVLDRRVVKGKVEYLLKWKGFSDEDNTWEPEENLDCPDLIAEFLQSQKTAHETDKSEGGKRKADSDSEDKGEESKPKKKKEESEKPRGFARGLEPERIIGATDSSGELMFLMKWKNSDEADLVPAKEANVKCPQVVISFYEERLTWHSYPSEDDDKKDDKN
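AlphaScreen: HP1-beta (50 nM) preformed 30 min with biotin-H3(1-18)K9me3 peptide (50 nM) in PBS pH 7.4, 0.01% Tween-20. Compound added for 30 min at RT, then streptavidin donor/nickel chelate acceptor beads (10 ug/mL) for 30 min.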
Tb PGK inh = qHTS Assay to Find Inhibitors of Phosphoglycerate Kinase; hit rate 0.043% among 380,000; PGK/GAPDH coupled, Kinase-Glo luminescence, 60 min; Phosphoglycerate kinase, glycosomal (Trypanosoma brucei brucei), P07378; Potency, µM (top dose mostly 57.5 µM), without a hit: top-dose activity change, negative = inhibition, most hits filed as inhibitors; further: potency means the concentration at half of the fitted maximal effect; on the % scale 0 is the no-effect control and ±100 the full control effect; nearly all actives have a fitted effect of over 60% in size
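Luminescent ATP detection (Kinase-Glo Plus) follows a 60-minute room-temperature incubation, with wells lacking PGK as controls. Buffer: 100 mM TEA (pH 7.6), 5 mM MgCl2, 0.01% Tween-20. Coupling enzyme GAPDH (100 nM final) supplies unstable 1,3-BPG in-well.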
mIDH1 inhibitor = qHTS for Inhibitors of mutant isocitrate dehydrogenase 1 (IDH1): qHTS. Isocitrate dehydrogenase [NADP] cytoplasmic (Homo sapiens), O75874. Potency, µM (series often up to 76.6 µM), for the others: top-dose activity change, negative = inhibition, actives largely listed as inhibitors. IDH1-R132H enzyme, NADPH consumption, diaphorase/resazurin fluorescence. hit rate 0.093% among 390,000. AID 602179, 2012; further: potency means the concentration at half of the fitted maximal effect; on the % scale 0 is the no-effect control and ±100 the full control effect; nearly all actives have a fitted effect of over 65% in size
Target sequence (O75874 whole entry R132H, stated change not applied): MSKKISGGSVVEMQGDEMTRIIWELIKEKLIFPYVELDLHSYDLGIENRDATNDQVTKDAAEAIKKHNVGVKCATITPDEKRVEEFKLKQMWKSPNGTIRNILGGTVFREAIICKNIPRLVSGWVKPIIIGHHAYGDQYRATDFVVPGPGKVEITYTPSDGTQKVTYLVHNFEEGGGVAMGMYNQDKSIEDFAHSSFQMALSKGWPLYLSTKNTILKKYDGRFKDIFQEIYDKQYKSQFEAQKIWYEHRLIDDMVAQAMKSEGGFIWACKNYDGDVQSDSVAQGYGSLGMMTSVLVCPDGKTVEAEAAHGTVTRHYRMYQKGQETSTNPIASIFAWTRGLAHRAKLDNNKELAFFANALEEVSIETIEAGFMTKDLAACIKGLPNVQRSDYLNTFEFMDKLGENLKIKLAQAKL
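IDH1-R132H (0.5 ug/mL dispensed) in pH 7.5 Tris buffer was preincubated 30 min with compound, then given a substrate mix of 0.016 mM NADPH and 2 mM alpha-KG for 80 min at room temperature; remaining NADPH was read by diaphorase/resazurin fluorescence.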
TrxR1 substrate = qHTS Assay for Substrates of Mammalian Selenoprotein Thioredoxin Reductase 1 (TrxR1): qHTS | hit rate 0.01% among 390,000 | Thioredoxin reductase 1, cytoplasmic (Rattus norvegicus), O89049 | Potency, µM (titrated, usually from 114 µM), inactives show top-dose activity change, negative = substrate turnover | AID 588456, 2011 | purified TrxR1 substrate turnover, NADPH consumption readout; further: potency means the concentration at half of the fitted maximal effect; on the % scale 0 is the no-effect control and ±100 the full control effect; nearly all actives have a fitted effect of over 50% in size
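Rat TrxR1, dispensed at 90 nM, was prereduced with 400 uM NADPH (final) for 5 min at ~22 deg C, then incubated with compound 15 min before 400 uM selenite. A first-read NADPH fluorescence drop versus no-compound background flagged substrates.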
GLS inh = qHTS for Inhibitors of Glutaminase (GLS) | GLS enzymatic activity, qHTS titration | Potency, µM (titrated, usually from 45.5 µM), without a hit: at the top dose activity change, negative = inhibition, most hits filed as inhibitors | hit rate 0.21% among 410,000 | AID 624170, 2012; further: potency means the concentration at half of the fitted maximal effect; on the % scale 0 is the no-effect control and ±100 the full control effect
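Enzyme dispensed in phosphate buffer (45 mM, pH 8.2, 0.02% Tween-20), compounds pinned in, then 1 mM L-glutamine solution and the glutamate oxidase–HRP–Amplex Red mix added; fluorescence read immediately and again after 30 min at room temperature.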
Pin1 inh = qHTS Assay to Find Inhibitors of Pin1; Potency, µM (series often up to 115 µM), inactives show at the top dose activity, negative = inhibition, most hits filed as inhibitors; Peptidyl-prolyl cis-trans isomerase NIMA-interacting 1 (Homo sapiens), Q13526; hit rate 0.009% among 390,000; Pin1 FP peptide displacement, HiFluor488, 10 min; AID 504891, 2011; active means well fitted inhibition curve with a large enough effect in the polarisation, with a control signal flat, not every such curve was filed as active; inconclusive means small, poorly fitted or top-dose-only effect, or effect the other way, or a change in a side signal; inactive means no such curve, though single readings can be large or run the other way; the % refers to the polarisation; further: potency means the concentration at half of the fitted maximal effect; on the % scale 0 is the no-effect control and ±100 the full control effect
Target sequence (Q13526 whole entry, looked up): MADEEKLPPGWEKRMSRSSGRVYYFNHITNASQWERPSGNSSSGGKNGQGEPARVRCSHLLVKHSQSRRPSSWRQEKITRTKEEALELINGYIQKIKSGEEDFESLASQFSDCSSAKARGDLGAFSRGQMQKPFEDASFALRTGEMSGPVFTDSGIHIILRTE
USP1-UAF1 inh = Inhibitors of USP1/UAF1: Primary Screen; recombinant USP1/UAF1, Ub-Rhodamine cleavage fluorescence; Potency, µM (top dose mostly 57.1 µM), without a hit: at the top dose activity change, negative = inhibition, actives largely listed as inhibitors; hit rate 0.23% among 390,000; further: potency means the concentration at half of the fitted maximal effect; on the % scale 0 is the no-effect control and ±100 the full control effect; nearly all actives have a fitted effect of over 60% in size; inactives centre near -12
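In this screen, compounds sit with the deubiquitinase complex (1nM) for 15 min at room temperature before Ub-Rho is added at 150nM final. Fluorescence rise is then followed for 6 reads every 60 seconds.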
TrxR1 inh = qHTS Assay for Inhibitors of Mammalian Selenoprotein Thioredoxin Reductase 1 (TrxR1): qHTS | recombinant rTrxR1, NADPH fluorescence consumption, selenite substrate | Thioredoxin reductase 1, cytoplasmic (Rattus norvegicus), O89049 | AID 588453, 2011 | Potency, µM (top dose mostly 114 µM), without a hit: at the highest dose activity change, negative = inhibition, most hits filed as inhibitors | hit rate 1% among 390,000; further: potency means the concentration at half of the fitted maximal effect; on the % scale 0 is the no-effect control and ±100 the full control effect; nearly all actives have a fitted effect of over 65% in size
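Rat TrxR1 (90 nM in the dispensed reagent) was pre-reduced with 400 uM NADPH for 5 min at room temperature, then incubated with compound for 15 min. After 400 uM selenite was added, NADPH fluorescence (Ex 340/Em 450 nm) was followed for 8 min.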
* hit, by the source's call; i = inactive; u = inconclusive; x = not tested or not shown; & = joins results of further samples; [ ] = another dose, or the depositor's remark. Unless noted, the call rests on the fitted dose curve; in most records, active means well fitted curve in the direction sought with a large enough effect; inconclusive means small, poorly fitted or top-dose-only effect, or another doubt; inactive means no such curve, though single readings can be large; an effect the other way counts as inactive or inconclusive.

mol	PI4K2A block	HP1b binding inh	Tb PGK inh	mIDH1 inhibitor	TrxR1 substrate	GLS inh	Pin1 inh	USP1-UAF1 inh	TrxR1 inh
Cc1nn(-c2ccccc2)c(C)c1/C=N/NC(=O)CSc1nc2ccccc2c(=O)n1-c1ccc(Br)cc1	4	29%	-3%	6%	3%	-5%	2%	-20%	18%
CCOC(=O)C1CCN(C(=O)CN(Cc2ccccc2)S(C)(=O)=O)CC1	-4	5%	i	0%	13%	-3%	-2%	-18%	30%
O=C(COc1ccc(Cl)cc1)N1CCN(c2ccc([N+](=O)[O-])c(N3CCCCC3)c2)CC1	9	-23%	-5%	-2%	-2%[57.1 µM]	7%	-8%	-15%	7%[57.1 µM]
Cn1c(NN)nc2sc3c(c2c1=O)CCC3	6	5%	0%	6%	-3%	24%	u	-3%	-7%
CC(Sc1nnc(C2CC2)n1N)C(=O)NC1CCCCC1C (configuration not stated)	2	28%	-6%	1%	-9%	0%	-6%	-14%	-8%
CCOC(=O)N1CCN(C(=O)CSc2nc3c(c(=O)n2-c2ccccc2OC)SCC3)CC1	3	9%	-7%	2%	-14%	4%	0%	-1%	11%[57.1 µM]
CCS(=O)(=O)C1=NSC2=NC(=O)/C(=C\c3cc(C)n(-c4cccc(OC)c4)c3C)C(=N)N21	-3	41%[activator]	-2%	-6%	5%	1%	34%[activator]	-9%	29%
CCOc1cccc(C2c3[nH]c4ccccc4c3CCN2C(=O)CCc2ccccc2)c1 (configuration not stated)	1	7%[57 µM]	-5%	-7%	3%[57.1 µM]	0%	-1%	-14%	27%[57.1 µM]
COCCn1c(SCC(=O)N2CCCC2=O)nc2sc(C)c(C)c2c1=O	3	11%	-3%	-9%	2%[57.1 µM]	1%	31%[activator]	-12%	3%[57.1 µM]
Cn1c(=O)c2c(nc(NCCNC(=O)c3ccco3)n2Cc2ccccc2F)n(C)c1=O	-1	23%	-9%	-5%	8%[57.1 µM]	-2%	8%	-12%	26%[57.1 µM]

Two compounds from above, limited to Tb PGK inh, USP1-UAF1 inh and TrxR1 inh.
| mol | Tb PGK inh | USP1-UAF1 inh | TrxR1 inh |
| --- | --- | --- | --- |
| Cn1c(NN)nc2sc3c(c2c1=O)CCC3 | 0% | -3% | -7% |
| CC(Sc1nnc(C2CC2)n1N)C(=O)NC1CCCCC1C (configuration not stated) | -6% | -14% | -8% |

Following part
mol	PI4K2A block	HP1b binding inh	Tb PGK inh	mIDH1 inhibitor	TrxR1 substrate	GLS inh	Pin1 inh	USP1-UAF1 inh	TrxR1 inh
CN(C)c1nc2c(c(N)nn2-c2ccc(Cl)cc2)c(=O)o1	2	24%	6%	3%	2%	1%	-2%	-19%	17%
CN1CCC2(CC1)Nc1nc(SCc3ccc(Cl)cc3)nn1C1=C2CN(C)CC1	-4	5%	i	6%	17%[57.1 µM]	31%	-1%	-14%	23%[57.1 µM]
CC(=O)N(C1=C(N)C(=O)c2ccccc2C1=O)C(C)C	-9	44%[activator]	i	13%	3%	4%	0%	u	79µM*
Cc1nc(NCc2ccccc2)c(C(N)=O)c2c1COC(C)(C)C2	4	24%	9%	-3%	47%[activator][57.1 µM]	-1%	-5%	-2%	2%[57.1 µM]
CC1(C)NC(=O)N(CC(O)COc2ccccc2[N+](=O)[O-])C1=O (configuration not stated)	3	48%[activator]	2%	-5%	-6%[57.1 µM]	1%	-7%	-15%	-4%[57.1 µM]
O=C(Nc1ccccc1)Nc1ccc(Oc2ncnc3cc(Cl)ccc23)nc1	2	22%	-5%	4%	7%	1%	-5%	-16%	27%
CCN(CC)S(=O)(=O)c1ccc(NC(=O)C2CCCN(C(=O)c3ccc(Cl)cc3)C2)cc1 (configuration not stated)	2	13%	5%	0%	-2%	8%	6%	-7%	11%
CCc1ccc(/C=C2\SC(=S)N(CCC(=O)Nc3cc(C)on3)C2=O)cc1	5	22%	i	3%	9%[57.1 µM]	11%	u	-7%	20%[57.1 µM]
COc1cccc(CNC(=O)c2cccc(-n3c(C)nc4cccnc43)c2)c1OC	-2	38%	i	3%	7%	0%	-1%	-3%	16%
COCCN(C(=O)Nc1ccccc1OC)c1nc2ccccc2s1	-2	27%	i	-2%	-6%	1%	1%	-14%	19%

Sorted by length of the SMILES (smallest number first): some entries from above
mol	PI4K2A block	HP1b binding inh	Tb PGK inh	mIDH1 inhibitor	TrxR1 substrate	GLS inh	Pin1 inh	USP1-UAF1 inh	TrxR1 inh
Cc1nc(NCc2ccccc2)c(C(N)=O)c2c1COC(C)(C)C2	4	24%	9%	-3%	47%[activator][57.1 µM]	-1%	-5%	-2%	2%[57.1 µM]
COc1cccc(CNC(=O)c2cccc(-n3c(C)nc4cccnc43)c2)c1OC	-2	38%	i	3%	7%	0%	-1%	-3%	16%
Cn1c(=O)c2c(nc(NCCNC(=O)c3ccco3)n2Cc2ccccc2F)n(C)c1=O	-1	23%	-9%	-5%	8%[57.1 µM]	-2%	8%	-12%	26%[57.1 µM]
CCN(CC)S(=O)(=O)c1ccc(NC(=O)C2CCCN(C(=O)c3ccc(Cl)cc3)C2)cc1 (configuration not stated)	2	13%	5%	0%	-2%	8%	6%	-7%	11%
CCS(=O)(=O)C1=NSC2=NC(=O)/C(=C\c3cc(C)n(-c4cccc(OC)c4)c3C)C(=N)N21	-3	41%[activator]	-2%	-6%	5%	1%	34%[activator]	-9%	29%

Going on with the list.
mol	PI4K2A block	HP1b binding inh	Tb PGK inh	mIDH1 inhibitor	TrxR1 substrate	GLS inh	Pin1 inh	USP1-UAF1 inh	TrxR1 inh
CN(C)S(=O)(=O)c1ccc2oc(SCC(N)=O)nc2c1	2	-3%	-3%	2%	7%	11%	6%	-4%	10%
O=C(N/N=C/c1cccnc1)c1cccc(Br)c1	-2	76%[activator]	i	2%	2%	-4%	4%	-18%	15%
Cn1c(COc2ccc3ccccc3c2)nnc1SCC(N)=O	12	49%[activator]	5%	3%	3%	-2%	4%	-18%	16%
O=[N+]([O-])c1ccc(-c2csc(NN=C3CCCC3)n2)cc1	-3	18%	-1%	2%	-2%	5%	1%	-17%	8%
Cc1ccc(C(=O)Nc2ccc3c(c2)OCO3)cc1NC(=O)c1ccco1	1	18%	-1%	2%	5%	4%	9%	-10%	13%
O=S(=O)(Cc1cc(Sc2ccc(Cl)cc2)nc(-c2ccccc2)n1)c1ccccc1	-3	21%	1%	-5%	0%[57.1 µM]	1%	14%	-2%	4%[57.1 µM]
CC(C)c1c(O)nc(SCc2ccc(F)cc2)[nH]c1=O	-11	4%	-7%	12%	11%[57.1 µM]	5%	-4%	-7%	32%[activator][57.1 µM]
COc1ccc(C2NC(=O)N(C)C(C)=C2[N+](=O)[O-])cc1 (configuration not stated)	1	45%[activator]	1%	1%	-5%	14%	-14%	-2%	6%
O=C(CN1CCCC1)Nc1ccccc1Sc1ccccc1	3	54%[activator]	4%	-2%	9%[57.1 µM]	0%	4%	-21%	23%[57.1 µM]
COc1ccc(CCNS(=O)(=O)c2cc(-c3onc(C)c3C)ccc2OC)cc1OC	-2	44%[activator]	9%	-7%	2%[57.1 µM]	6%	u	1%	9%[57.1 µM]
Cc1cc(-c2nnc(-c3cc4ccccc4oc3=O)o2)c(C)n1-c1ccccc1	-2	5%	-4%	3%	5%	3%	37%[activator]	-26%	15%
O=C(c1cc(-c2ccc(Cl)cc2)n[nH]1)N1CCN(S(=O)(=O)c2ccc(Br)s2)CC1	0	22%	-3%	-16%	5%	4%	0%	-4%	20%
COc1ccccc1N1CCN(S(=O)(=O)CCNC(=O)Cc2ccc(F)cc2)CC1	6	44%[activator]	-1%	8%	-12%	-1%	-9%	-9%	-14%
Cc1ccc(S(=O)(=O)N2[C@@H](c3ccc(Cl)cc3)C(C(=O)O)=CC[C@H]2c2ccc(C(C)C)cc2)cc1	2	15%	-16%	7%	-4%[57.1 µM]	47%[activator]	x	-13%	11%[57.1 µM]
O=C(COc1ccccc1)N(Cc1ccco1)C1CCS(=O)(=O)C1 (configuration not stated)	-2	22%	6%	3%	9%[57.1 µM]	-1%	-16%	-7%	u
Cc1cc(=S)[nH]c2ccccc12	-4	17%	i	0%	-12%&-2%	1%	2%	-14%	u
COc1cc([N+](=O)[O-])c(C(=O)N2CCOCC2)c([N+](=O)[O-])c1	5	44%[activator]	-10%	5%	-8%	-6%	-2%	-18%	5%

Some of the compounds tested; count on the stated rates, not on these rows.
